# Compound activity: PubChem, Columbia University Molecular Screening Center
# mHtt clearance – compounds clearing mutant huntingtin protein | AID 853 | HeLa Exon1htt(103Q)mCFP, aggregate imaging; zero = plate's median compound well | inhibition, % at 1.5 µM | hit rate 0.42% among 47,000;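 active = inhibition of aggregate fluorescence above about 70%, also judged a hit by eye on the cell image, limit read from the data, passing the limit was not always enough; inconclusive = no rule stated for this call; inactive = not judged a hit on image review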;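 also: cells exposed to compound for three days before fixation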
# mHtt clearance grain fraction – recorded beside mHtt clearance, whose call it bears; fraction fluorescence in grains; measured here: aggregate grain fluorescence fraction; active compounds read low;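 scaled fraction of total cell fluorescence in grains with unit not stated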
# * = called active by the depositor; ? = inconclusive; nt = not tested or not shown.
mHtt clearance	mHtt clearance grain fraction	structure
11.8	30.9	CCCCCOc1ccc(C(=O)NC(C(=O)O)C(C)C)cc1 (stereo not drawn)
-14.9	37.6	N#CCSc1nnc(-c2ccccc2O)n1CCc1ccccc1
30.1	36.4	Cc1cccc(C(=O)NCCc2csc(C)n2)c1
19.6	26.9	COC(=O)c1ccc2c(c1)NC(=O)C(N1CCCCC1)S2 (stereo not drawn)
29.6	23.5	Cc1ccc(OCC(=O)N/N=C\c2c(C)n(C)c3ccccc23)c([N+](=O)[O-])c1
-12.4	23.4	CC(C)(C)c1cc(CNC2CS(=O)(=O)C[C@@H]2O)cc(C(C)(C)C)c1O (stereo partly drawn)
-107.5	63.8	Cc1ccc(C23CC4CC(CC(NC(=O)NC(C)(C)CO)(C4)C2)C3)cc1
4.5	19.8	COc1ccc(CC(=O)Nc2ccc(C(=O)NCC(C)C)cc2)cc1
3.1	39	Cc1c(C(O)CN2CCN(Cc3ccc4c(c3)OCO4)CC2)c2ccccc2n1C (stereo not drawn)
2.9	31.3	CCCC(=O)Nc1nc(-c2ccc3c(c2)OCCO3)cs1
22.8	37.3	CCn1ncc(C2=NOC(C(=O)Nc3c(C)n(C)n(-c4ccccc4)c3=O)C2)c1C (stereo not drawn)
54.2	8.39	Cc1ccc(-c2nnn(CC(=O)N(CC3CCCO3)C(C(=O)NCC3CCCO3)c3ccc(F)cc3)n2)o1 (stereo not drawn)
30.2	31.5	O=C(NCc1ccc(Cl)cc1)C1CCCN(S(=O)(=O)c2cnc[nH]2)C1 (stereo not drawn)
1.8	19.8	O=S(=O)(NCc1ccccc1)c1ccc(Cl)c(S(=O)(=O)NCc2ccccc2)c1
-234.5	106	CCOC(=O)c1cc2occc2n1CC(=O)N1CCN(C(=O)c2ccco2)CC1
-46.1	58.9	O=C(COc1cccc(NC(=O)c2ccco2)c1)c1ccccc1
-11.2	23.9	CC(=O)N1CCN(C2c3cccc4cccc(c34)C2NS(=O)(=O)c2ccccc2)CC1 (stereo not drawn)
16.8	27.9	O=C(O)CC(NS(=O)(=O)c1ccc(Br)cc1)c1ccco1 (stereo not drawn)
16.3	16.8	CCOC(=O)c1nn(-c2ccc(C)cc2)c(=O)c2c(N)scc12
-11.5	44.8	CSc1cccc(NC(=O)c2ccc(Cl)nc2)c1
-8.5	36.3	CCCCC(=O)Nc1ccc(C(=O)NNC(=O)c2ccco2)cc1
-1.3	18	COc1ccccc1N1CCN(C(=O)c2cnn3cccnc23)CC1
34.6	18.2	CCOC(=O)c1sc(NC(=O)CSc2nccc(C)n2)c(C#N)c1C
41.5	19.8	Cc1ccc(NC(=O)CSCC(=O)O)c(C)c1
13.4	16.7	COCCN1C(=O)c2ccccc2C(C(=O)N2CCN(c3ccccn3)CC2)C1c1ccc(F)cc1 (stereo not drawn)

mHtt clearance	mHtt clearance grain fraction	structure
-75.2	67.8	COCCCNc1nc(SCc2ccccc2)nc2sc3c(c12)CCC3
28.5	12	COc1cccc(OCCSc2nnc3sc4ccccc4n23)c1
31.7	20.6	N#CCO/N=C(\c1ccccc1)c1ccncc1
-6.8	43	COc1cccc(NC(=O)c2ccncc2)c1
30.9	12.4	Cc1cc(C(=O)OCC(=O)N2CC(C)CC(C)C2)c(C)o1 (stereo not drawn)
0.1	37.8	Cc1cccc(NC(=O)CN2C(=O)CNC2=O)c1
-25.2	49.8	Cc1c(C(=O)C(C)C)n(C)c2ccccc12
9.2	36.6	O=C(NCCc1ccccc1)c1ccc(Br)o1
-8.7	52.5	O=C(CSCC(=O)N1CCN(c2ccccc2)CC1)Nc1nc(-c2ccc(Cl)s2)cs1
-57.9	27.1	O=C(NCCC1=CCCCC1)c1ccc(Br)o1
-12.3	22.3	COC(=O)Cc1c(C)c2ccc(OC(=O)c3ccco3)cc2oc1=O
14.2	32.1	COCCNC(=O)COc1cc(=O)n(C)c2ccccc12
-9.6	39.8	Cc1nc2nc[nH]n2c(=O)c1CCC(C)C
-51.9	55.1	CC1Cn2c(nc3c2c(=O)[nH]c(=O)n3C)O1 (stereo not drawn)
-8.7	31.8	Nc1ccc(C(=O)N/N=C\c2cc(N=Nc3cccc4ccccc34)ccc2O)cc1
-7.1	32.9	CC1CCCCN1Cc1ccc(N(C)C)cc1 (stereo not drawn)
-49.8	29.6	Cc1cc(C(=O)NCc2cc(C(=O)O)oc2C)c(C)o1
-13.1	47.6	CCC(C)Nc1nc(-c2ccc3c(c2)NC(=O)CO3)cs1 (stereo not drawn)
27.9	17	C(=N\n1cnnc1)/c1cccnc1
-1.1	21.2	CC(Sc1nncs1)C(=O)NCc1ccc2c(c1)OCO2 (stereo not drawn)
-2.6	19.7	Cc1ccc(S(=O)(=O)NCCSc2nnc(N)s2)cc1
5.2	16.9	COc1ccc(OCC(=O)NCc2cccnc2)cc1
13.6	37.3	COc1ccc(CCn2c(N3CCN(C)CC3)nc3c2c(=O)[nH]c(=O)n3C)cc1
-6.5	37	CN(C)c1oc(-c2ccco2)nc1C#N
-8.3	41.1	CN(C)CCn1c(=S)[nH]c2ccccc2c1=O

mHtt clearance	mHtt clearance grain fraction	structure
3.2	18	O=S(=O)(NCCSc1ccccc1)c1ccc(F)cc1
24.7	26.6	CC(C)(C)c1ccccc1OCCN1CCCC1
-25.4	43.2	CC(C)CSc1nc2c(c(=O)[nH]c(=O)n2C)n1CC(O)COc1cccc2ccccc12 (stereo not drawn)
-1.5	38.5	COc1ccc(/C(O)=C2/C(=O)C(=O)N(CCN(C)C)C2c2ccccn2)cc1OC (stereo not drawn)
-35.0	25.7	O=C(NC1(C(F)(F)F)NC(=O)N(Cc2ccco2)C1=O)c1cccnc1 (stereo not drawn)
25.4	21.8	Cc1cccc(N(CC(=O)Nc2ccc(-c3nc4ccc(C)cc4s3)cc2)S(C)(=O)=O)c1
-4.4	40.6	COc1ccc(Cl)cc1Nc1nc(-c2sc(NC(=O)C(C)(C)C)nc2C)cs1
48.3	10.2	CCS(=O)(=O)N1CCN(C(=O)CC(C)C)CC1
-36.6	42.6	Clc1ccccc1CSc1nnc(/C=C/c2ccccc2)o1
2.4	39.1	Cc1cc(C(=O)NC(C)C)on1
37.5	12.8	CCC(=O)N(CC)c1nc(-c2cc(OC)ccc2OC)cs1
-29.2	22.9	Cc1cc(C)c2c(n1)nn1c(NCCCN3CCOCC3)cc(C)nc21
-34.7	26.9	Cc1ccc(N2C(=O)CC(N3CCN(C)CC3)C2=O)cc1 (stereo not drawn)
-35.4	47.5	c1ccc(Cc2nnc3n2CCCCC3)cc1
-71.5	33.5	COc1ccc(C2NCCn3cccc32)cc1 (stereo not drawn)
27.4	31.5	Cn1c(N)c(C#N)c(C#N)c1-c1ccccc1
0.8	19.9	COc1cccc2cc(C(=O)N(Cc3ccccc3)CC3CCCO3)c(=O)oc12 (stereo not drawn)
27.9	17.1	COc1cc(Cl)c(C)cc1NC(=O)CCCN1C(=O)CCC1=O
44.1	10.2	COc1ccc(-c2csc(Nc3ncccc3C)n2)cc1
7.5	34.8	CCc1c(O)nc(SCC(=O)Nc2ccccc2)n(-c2ccccc2)c1=O
12.5	31.7	O=C(CN(Cc1ccco1)C(=O)CCC(=O)Nc1ccccn1)NCCc1ccccc1
7.3	34.6	COc1ccc(NC(=O)CSc2ncn(-c3ccccc3)n2)cc1Cl
-76.2	31.7	c1ccc(CNn2nnnc2-c2ccccc2)cc1
-21.6	21.1	O=C(CSCc1ccccc1)Nc1nccs1
-55.9	54	COCC(C)Nc1ncnc2c1cnn2-c1ccc(Cl)cc1 (stereo not drawn)

mHtt clearance	mHtt clearance grain fraction	structure
23.2	28.8	CO/C=C/C#CC1(O)CCN(C)CC1
4.0	46.4	Cc1ccc(S(=O)(=O)Cc2ccc(C(=O)N3CCN(c4ccc(F)cc4)CC3)o2)cc1
14.5	33.1	Clc1ccc(CN(CC2CCCO2)C(c2cccs2)c2nnnn2C2CCCC2)cc1 (stereo not drawn)
32.5	20.7	Cc1ccsc1C1CC(=O)NC2=C1C(=O)CC(C)(C)C2 (stereo not drawn)
50.6	10.4	COC(=O)c1ccccc1NC(=O)CSc1n[nH]c(CC(C)C)n1
-6.6	46	O=C(NCCN1CCOCC1)c1cc2n(n1)C(C(F)(F)F)CC(c1ccc(F)cc1)N2 (stereo not drawn)
1.8	36.9	COc1ccc(OC)c(C2NC(=O)NC(C)=C2C(=O)Nc2ccc(C)cc2C)c1 (stereo not drawn)
-0.5	44.2	Cc1c(Cl)ccc2c1NC(=O)C21NC(CCC(N)=O)[C@H]2C(=O)N(c3ccc(Cl)cc3)C(=O)[C@H]21 (stereo partly drawn)
-45.5	52.3	Cc1cccc2nc(CSc3nnnn3-c3ccccc3)cn12
-3.0	35.5	O=C(NCCN1CCOCC1)N1CCOCC1
-42.2	28.7	O=C(Nc1c(F)c(F)c(F)c(F)c1F)NC1CCCCC1
10.4	30.4	O=C(C1CC1c1ccccc1)N1CCN(c2cccc(Cl)c2)CC1 (stereo not drawn)
-8.3	22.2	O=C(NCc1ccc2c(c1)OCO2)C1CC(=O)N(C2CCCC2)C1 (stereo not drawn)
-74.3	34	CC1(C)CC(=O)c2sc(NC(=O)Cc3cccs3)nc2C1
9.3	30.7	CCOC(=O)C1=C(N)OC2=C(C(=O)CC(C)(C)C2)C1C1CCCCC1 (stereo not drawn)
85.7*	2.66*	CCN(CC)CCn1c(NCc2ccc(OC)cc2)nc2ccccc21
25.2	13.3	O=S(=O)(c1ccc(N2CCOCC2)cc1)N1CCOCC1
1.3	45.7	COc1cccc2cc(C(=O)N3CCN(C45CC6CC(CC(C6)C4)C5)CC3)c(=O)oc12
-16.9	50.7	CCCn1c(=O)c2ccccc2n2c(SCC(=O)c3ccccc3)nnc12
-21.3	24.5	O=C1CC(c2ccccc2)CC(O)=C1C=NCCCO (stereo not drawn)
26.1	14.8	Cc1nc(SCC(=O)Nc2c(C)n(C)n(-c3ccccc3)c2=O)[nH]c(=O)c1C
53.3	8.38	Cc1ccc2cc(C#N)c(N3CCCN(C(=O)C4CCCO4)CC3)nc2c1 (stereo not drawn)
-18.2	27.7	O=C(NCCCN1CCN(c2ccccc2)CC1)Nc1ccccc1C(F)(F)F
8.5	40.2	O=C(Nc1nnc(CC(=O)N2CCOCC2)s1)C1COc2ccccc2O1 (stereo not drawn)
-11.0	37.1	CCOC(=O)c1c(NC(=O)CN2CCN(c3ccc(Cl)cc3)CC2)sc(C)c1C

mHtt clearance	mHtt clearance grain fraction	structure
68.2	10.1	CC(C)(C)NS(=O)(=O)c1cccc2nsnc12
23.1	30.7	COC(=O)CSc1nnc(C)n1-c1cccc(OC)c1
-5.2	21.7	Cc1cc(C)cc(N2CC34C=CC(O3)C(C(=O)OCC(=O)NCc3ccco3)C4C2=O)c1 (stereo not drawn)
10.5	25	O=C(CSc1nc2ccccc2o1)Nc1ccc(Cl)cc1
-4.3	21.4	COCCCn1c(C)nnc1SCC(=O)NCc1ccco1
?	nt	Cn1c(=O)c2c(nc(N3CCN(c4ccccn4)CC3)n2Cc2ccc(Cl)cc2Cl)n(C)c1=O
-21.0	21.6	Cc1ccc(S(=O)(=O)N2CCN=C2c2ccccc2)cc1C
33.8	12.6	COc1cc(C)c(Cl)cc1S(=O)(=O)NCC1CCCO1 (stereo not drawn)
-10.0	31.4	CCOC(=O)c1cccc(NC(=O)CN(c2ccc(C)cc2)S(=O)(=O)c2c(C)noc2C)c1
-52.0	30.8	COc1ccc(C2CC(C(F)(F)F)n3nc(C(=O)O)c(Cl)c3N2)cc1OC (stereo not drawn)
-33.6	26.4	O=C(O)c1ccc(NCc2cccnc2)cc1
13.0	32	Cc1c(C(=O)Nc2cccc(Cl)c2)oc2ccc(S(=O)(=O)N3CCC4(CC3)OCCO4)cc12
65.7	7.06	COc1ccccc1-n1c(C)nnc1SCC(=O)NCc1ccccc1
5.7	19.5	CCCCS(=O)CC(O)COc1ccc(C(C)(C)C)cc1 (stereo not drawn)
-91.2	39.5	CCn1c(=O)c(C(=O)Nc2ccccc2S(N)(=O)=O)c(O)c2ccccc21
-78.2	31.8	OC1CCN(c2c3c(nc4cc(-c5ccc(Cl)cc5)nn24)CCC3)CC1
51.9	18.7	CCc1ccccc1NC(=O)Cn1nc(C(F)(F)F)cc1C1CC1
-29.7	48.1	Cc1cccc(NC(=O)Cn2c(=O)oc3ccccc32)c1
-19.3	25.6	O=C(Cn1c(=O)oc2ccccc21)N1CCN(c2ccccc2)CC1

# 15 of the compounds above, with values under each structure.
# Every second line gives: mHtt clearance | mHtt clearance grain fraction
COCCCn1c(C)nnc1SCC(=O)NCc1ccco1
→ -4.3 | 21.4
Cn1c(=O)c2c(nc(N3CCN(c4ccccn4)CC3)n2Cc2ccc(Cl)cc2Cl)n(C)c1=O
→ ? | nt
Cc1ccc(S(=O)(=O)N2CCN=C2c2ccccc2)cc1C
→ -21.0 | 21.6
COc1cc(C)c(Cl)cc1S(=O)(=O)NCC1CCCO1 (stereo not drawn)
→ 33.8 | 12.6
CCOC(=O)c1cccc(NC(=O)CN(c2ccc(C)cc2)S(=O)(=O)c2c(C)noc2C)c1
→ -10.0 | 31.4
COc1ccc(C2CC(C(F)(F)F)n3nc(C(=O)O)c(Cl)c3N2)cc1OC (stereo not drawn)
→ -52.0 | 30.8
O=C(O)c1ccc(NCc2cccnc2)cc1
→ -33.6 | 26.4
Cc1c(C(=O)Nc2cccc(Cl)c2)oc2ccc(S(=O)(=O)N3CCC4(CC3)OCCO4)cc12
→ 13.0 | 32
COc1ccccc1-n1c(C)nnc1SCC(=O)NCc1ccccc1
→ 65.7 | 7.06
CCCCS(=O)CC(O)COc1ccc(C(C)(C)C)cc1 (stereo not drawn)
→ 5.7 | 19.5
CCn1c(=O)c(C(=O)Nc2ccccc2S(N)(=O)=O)c(O)c2ccccc21
→ -91.2 | 39.5
OC1CCN(c2c3c(nc4cc(-c5ccc(Cl)cc5)nn24)CCC3)CC1
→ -78.2 | 31.8
CCc1ccccc1NC(=O)Cn1nc(C(F)(F)F)cc1C1CC1
→ 51.9 | 18.7
Cc1cccc(NC(=O)Cn2c(=O)oc3ccccc32)c1
→ -29.7 | 48.1
O=C(Cn1c(=O)oc2ccccc21)N1CCN(c2ccccc2)CC1
→ -19.3 | 25.6

# Some of the compounds tested, so the mix of outcomes need not match the whole.
